Source: PubChem BioAssay
Epigenetic derep = Quantitative High-Throughput Screen for Regulators of Epigenetic Control; murine LDR cells, GFP reporter derepression, 30 h; Potency, µM (series often up to 53.9 µM), without a hit: at the top dose GFP activation, actives largely listed as activators; 0.2% of 280,000 active; further: potency means the concentration at half of the fitted maximal effect; % of control where 0% means no effect; nearly all actives have a fitted effect of over 60% in size
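Readout is the number of GFP-expressing murine LDR cells, counted by cytometry following washing. Cells were treated with compound for 30 h at 37 C; the stably integrated CMV-GFP locus is normally silent.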
KinaseGlo FLuc = Counterscreen for Luciferase (Kinase-Glo TM) Inhibition. Kinase-Glo luciferase, ATP luminescence, 8 min. Potency, µM (doses to about 38.3 µM), inactives show at the top dose activity change, negative = inhibition, usual class: inhibitors. 0.28% of 200,000 active. AID 1379, 2008; further: potency means the concentration at half of the fitted maximal effect; on the % scale 0 is the no-effect control and ±100 the full control effect; nearly all actives have a fitted effect of over 60% in size
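Compounds were added to a substrate mix at pH 7.2 (50 mM imidazole, 10 uM ATP, within the enzyme's linear range), followed by Kinase-Glo detection reagent; luminescence was measured after 8 minutes at ambient temperature.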
NPSR antag = qHTS Assay for Antagonists of the Neuropeptide S Receptor: cAMP Signal Transduction; Q6W5P4; 1% of 220,000 active; CHO-NPSR cells, cAMP TR-FRET, antagonist mode; Potency, µM (highest dose often 38.3 µM), for inactives: top-dose activity change, negative = inhibition, most hits filed as inhibitors; further: potency means the concentration at half of the fitted maximal effect; on the % scale 0 is the no-effect control and ±100 the full control effect; nearly all actives have a fitted effect of over 50% in size; many of its hits are not listed in these tables
Target sequence (Q6W5P4 whole entry, looked up): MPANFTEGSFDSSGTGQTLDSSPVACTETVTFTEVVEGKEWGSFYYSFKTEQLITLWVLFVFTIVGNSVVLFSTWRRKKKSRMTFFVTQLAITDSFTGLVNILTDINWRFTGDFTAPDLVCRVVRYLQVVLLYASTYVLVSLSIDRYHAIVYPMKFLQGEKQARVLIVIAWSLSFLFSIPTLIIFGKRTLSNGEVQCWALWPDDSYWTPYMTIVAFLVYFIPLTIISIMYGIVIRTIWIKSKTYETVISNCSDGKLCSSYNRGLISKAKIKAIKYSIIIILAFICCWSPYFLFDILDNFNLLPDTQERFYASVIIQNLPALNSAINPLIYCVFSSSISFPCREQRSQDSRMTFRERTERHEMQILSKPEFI
CBFb-RUNX1 inh = qHTS Assay for Compounds Blocking the Interaction Between CBF-beta and RUNX1 for the Treatment of Acute Myeloid Leukemia | AlphaScreen CBFb-His/RUNX1-biotin binding, biochemical | 230,000 tested, under 10 active | Potency, µM (doses to about 59.8 µM), without a hit: top-dose activity, negative = inhibition, hits mostly inhibitors | Runt-related transcription factor 1 (Homo sapiens) + Core-binding factor subunit beta … | AID 1477, 2009; further: % of control where 0% means no effect
Target sequence (Q01196 whole entry, looked up): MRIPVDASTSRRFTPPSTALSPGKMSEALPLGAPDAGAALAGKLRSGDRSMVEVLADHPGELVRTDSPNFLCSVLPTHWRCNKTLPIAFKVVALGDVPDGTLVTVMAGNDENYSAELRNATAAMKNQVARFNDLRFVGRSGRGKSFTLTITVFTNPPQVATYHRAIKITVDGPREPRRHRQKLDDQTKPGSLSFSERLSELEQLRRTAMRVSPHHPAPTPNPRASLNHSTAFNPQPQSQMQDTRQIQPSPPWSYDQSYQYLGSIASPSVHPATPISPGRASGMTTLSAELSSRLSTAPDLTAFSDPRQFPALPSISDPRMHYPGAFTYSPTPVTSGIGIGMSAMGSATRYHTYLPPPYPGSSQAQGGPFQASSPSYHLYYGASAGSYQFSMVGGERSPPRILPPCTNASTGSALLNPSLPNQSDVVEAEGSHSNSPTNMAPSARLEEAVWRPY
Target sequence (Q13951 whole entry, looked up): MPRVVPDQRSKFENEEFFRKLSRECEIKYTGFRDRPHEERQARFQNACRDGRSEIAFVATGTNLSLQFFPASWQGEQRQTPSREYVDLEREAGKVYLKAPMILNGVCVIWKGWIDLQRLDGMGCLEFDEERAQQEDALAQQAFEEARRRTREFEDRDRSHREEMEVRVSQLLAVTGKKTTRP
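Bead-based AlphaScreen assay; binding partners His-tagged CBF-beta and biotinylated RUNX1 at 30 nM each. Compound exposure 15 min after a 20-min protein preincubation; bead step 90 min; all steps at room temperature.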
IMPase Li cell = qHTS Assay for Identifying the Cell-Membrane Permeable IMPase Inhibitors: Potentiation with Lithium; CHO-M1 cells, IP1 TR-FRET (IP-One), carbachol + lithium; 0.35% of 210,000 active; Potency, µM (titrated, usually from 59.4 µM), inactives show at the top dose activity, negative = IMPase inhibition, actives largely listed as inhibitors;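 further: IP1 builds up when IMPase is blocked and the TR-FRET signal falls; potency means the concentration at half of the fitted maximal effect; plate controls were basal vehicle for no effect and high inhibitor control for full effect; nearly all actives have a fitted effect of over 50% in size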
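CHO-M1, 2000 cells/well, 16–30 h culture; cpd + low Li+, 30 min 37C; lysis with d2-IP1/Eu-anti-IP1 Ab, 10 min RT; TR-FRET 665/620 ratio and 620 channel; AC50 via Hill.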
L3MBTL1 block = qHTS Assay for the Inhibitors of L3MBTL1. 0.66% of 230,000 active. AlphaScreen L3MBTL1–H3K9me1 peptide binding. Potency, µM (top dose mostly 57.1 µM), for the others: at the highest dose activity, negative = inhibition, most hits filed as inhibitors; further: potency means the concentration at half of the fitted maximal effect; on the % scale 0 is the no-effect control and ±100 the full control effect; nearly all actives have a fitted effect of over 60% in size
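Displacement of a biotinylated histone H3(1-15) peptide monomethylated at Lys9 (75 nM) from L3MBTL1 (50 nM) was measured by AlphaScreen after a 30 min room-temperature compound incubation; cefsulodin titration served as intraplate control.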
HTT aggregate = qHTS Multiplex Assay to Identify Dual Action Probes in a Cell Model of Huntington: Aggregate Formation (GFP). 1.1% of 220,000 active. Potency, µM (titrated, usually from 46.1 µM), inactives show at the top dose activity change, negative = inhibition, most hits filed as inhibitors. PC12 HttQ103-GFP aggregates, Acumen cytometry, 40 h. AID 1688, 2009; further: potency means the concentration at half of the fitted maximal effect; on the % scale 0 is the no-effect control and ±100 the full control effect; nearly all actives have a fitted effect of over 60% in size
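Using laser scanning cytometry, GFP-positive aggregates were counted after lysis of PC12 cells induced with 100 nM tebufenozide to express HTT exon 1 Q103–GFP. Compounds were tested in titration.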
* marks the source's active call; other numbers are inactive results; ? = inconclusive; / = not tested or not shown; & = joins results of further samples; [ ] = remark or other dose. The call rests on the fitted dose curve; in most records, active means well fitted curve in the direction sought with a large enough effect; inconclusive means small, poorly fitted or top-dose-only effect, or another doubt; inactive means no such curve, though single readings can be large; an effect the other way counts as inactive or inconclusive. This is a subset; rates above refer to the full screens.

Preview, 10 compounds:
Second line of a record: Epigenetic derep, KinaseGlo FLuc, NPSR antag, CBFb-RUNX1 inh, IMPase Li cell, L3MBTL1 block, HTT aggregate
c1ccc2c(CCNC3CCCCC3)c[nH]c2c1
  4.8%, 0%, 13%, 6%, -9%, -20%, 17%
O=C(O)[C@@H]1CCN1
  -0.1%, 1%, 7%[46.1 µM], 0%, 5%, /, /
Oc1ccc(Cl)c(Cl)c1
  /, /, /, 5%[21.7 µM], -5%, -2%, /
Cc1cccc(C)c1Oc1nc(-c2ccccc2)ncc1S(=O)(=O)c1ccccc1
  0.9%, 3%, ?, 9%, 6%, -3%, -31%
O=c1[nH]c(=O)n(Cc2ccco2)c(O)c1C=NC1CC1
  6.7%, -5%, 10%[7.67 µM], -4%, -11%[38.3 µM], -3%, -22%
COC(=O)c1ccc(N2C(=O)CC(N3CCC(n4c(=O)[nH]c5ccccc54)CC3)C2=O)cc1 (centres undefined)
  0.7%, -3%, 0%[46.1 µM], 2%, -4%[38.3 µM], 0%, 20%
NCC(CC(=O)O)c1ccc(Cl)s1 (centres undefined)
  ?, /, /, -1%, 19%, /, /
CCOC(=O)C(O)(c1ccc(N)c(OC)c1)C(F)(F)F (centres undefined)
  0.0%, -2%, -2%[46.1 µM], -3%, 0%[38.3 µM], 7%, -18%
O=c1c2ccccc2nc(-c2ccco2)n1-c1cccnc1
  0.7%, 0%, -10%[46.1 µM], 2%, -10%[38.3 µM], -4%, 1%
CN(C)c1ccc(C(O)P(=O)(OC2CCCCC2)OC2CCCCC2)cc1 (centres undefined)
  0.0%, /, -43%, -2%, /, ?, -9%[9.22 µM]

The list itself, from the start:
Second line of a record: Epigenetic derep, KinaseGlo FLuc, NPSR antag, CBFb-RUNX1 inh, IMPase Li cell, L3MBTL1 block, HTT aggregate
c1ccc2c(CCNC3CCCCC3)c[nH]c2c1
  4.8%, 0%, 13%, 6%, -9%, -20%, 17%
O=C(O)[C@@H]1CCN1
  -0.1%, 1%, 7%[46.1 µM], 0%, 5%, /, /
Oc1ccc(Cl)c(Cl)c1
  /, /, /, 5%[21.7 µM], -5%, -2%, /
Cc1cccc(C)c1Oc1nc(-c2ccccc2)ncc1S(=O)(=O)c1ccccc1
  0.9%, 3%, ?, 9%, 6%, -3%, -31%
O=c1[nH]c(=O)n(Cc2ccco2)c(O)c1C=NC1CC1
  6.7%, -5%, 10%[7.67 µM], -4%, -11%[38.3 µM], -3%, -22%
COC(=O)c1ccc(N2C(=O)CC(N3CCC(n4c(=O)[nH]c5ccccc54)CC3)C2=O)cc1 (centres undefined)
  0.7%, -3%, 0%[46.1 µM], 2%, -4%[38.3 µM], 0%, 20%
NCC(CC(=O)O)c1ccc(Cl)s1 (centres undefined)
  ?, /, /, -1%, 19%, /, /
CCOC(=O)C(O)(c1ccc(N)c(OC)c1)C(F)(F)F (centres undefined)
  0.0%, -2%, -2%[46.1 µM], -3%, 0%[38.3 µM], 7%, -18%
O=c1c2ccccc2nc(-c2ccco2)n1-c1cccnc1
  0.7%, 0%, -10%[46.1 µM], 2%, -10%[38.3 µM], -4%, 1%
CN(C)c1ccc(C(O)P(=O)(OC2CCCCC2)OC2CCCCC2)cc1 (centres undefined)
  0.0%, /, -43%, -2%, /, ?, -9%[9.22 µM]
CN1CCc2nc3sc(C(=O)NC(C)(C)C)c(N)c3cc2C1
  -3.2%, -3%, -9%[46.1 µM], -4%, 7%[38.3 µM], -6%, -9%
Cc1cc(Br)c(NC(=O)CN2CC=C(c3ccccc3)CC2)c(Br)c1
  -0.3%, -2%, -42%, -20%, 19%, -10%, -5%
Cc1nc2ccccc2c(=O)n1-c1cccc(O)c1
  0.0%, 3%, 0%[46.1 µM], -1%, 8%[38.3 µM], /, -3%
O=c1c(O)c(-c2ccc(O)c(O)c2)oc2c(O)c(O)cc(O)c12
  -1.3%, -11%, /, -1%, 43%[activator], /, /
Cn1c(O)c(C=NCCN2CCNCC2)c(=O)[nH]c1=O
  0.0%, /, 18%, 8%, /, /, -3%[9.22 µM]

(next part)
Second line of a record: Epigenetic derep, KinaseGlo FLuc, NPSR antag, CBFb-RUNX1 inh, IMPase Li cell, L3MBTL1 block, HTT aggregate
CC(=NCc1ccco1)c1c(O)n(-c2ccc(Cl)cc2)c(=O)[nH]c1=O
  1.1%, /, 3%[7.67 µM], 0%, /, 6%, 3%[9.22 µM]
CC(C)(C)NC[C@H](O)COc1cccc2[nH]c(C#N)cc12
  0.0%, /, /, 10%, 1%, /, /
COc1ccc(CN2C(=O)CC(=O)NC2=S)cc1
  2.4%, 5%, -19%, -1%, 12%, ?, -9%[9.22 µM]
O=C(C1CC(c2ccc(Cl)c(Cl)c2)=NO1)N1CCC2(CC1)OCCO2 (centres undefined)
  -1.1%, -3%, -14%[46.1 µM], ?, 22%, -5%, ?
N=C(N)c1c(O)n(C2CCCCC2)c(=O)n(C2CCCCC2)c1=O
  3.5%, 1%, 10µM*, 12%, 5%, -1%, -6%
Nc1c(C(=O)OC2CCCCC2)c2nc3ccccc3nc2n1CC1CCCO1 (centres undefined)
  -1.0%, 1%, ?, ?, 9%[38.3 µM], 26%, -21%
COc1ccc(CCn2c(O)c(C=Nc3ccc(NC(C)=O)cc3)c(=O)[nH]c2=O)cc1OC
  ?, /, -29%, 6%, /, 7%, -4%[9.22 µM]
O=C(CN1CC(c2ccccc2)CC1=O)Nc1cccc(F)c1 (centres undefined)
  3.3%, 2%, 5%, 1%[2.36 µM], -2%, 1%, 0%
COc1ccc(C=O)cc1O
  0.3%, 0%, 0%, 11%[2.36 µM], -5%, 4%, -17%
COc1ccccc1NC1=NCCS1
  -0.7%, -1%, 0%[46.1 µM], 3%, 22%[38.3 µM], /, -2%
CC(Cc1ccccc1Sc1ccc(O)cc1)N(C)C (centres undefined)
  -1.0%, -1%, -2%[46.1 µM], -1%, 60%[activator][38.3 µM], /, -25%
CSc1nnc([C@@H](N)Cc2ccccc2)o1
  -1.0%, 0%, 5%[46.1 µM], 4%, 6%[38.3 µM], -1%, -9%
COc1ccc(CC2(CCc3ccccn3)C(=O)NC(=O)N(c3ccccc3C)C2=O)cc1OC (centres undefined)
  2.4%, 0%, 7%, -4%, 7%, 1%, 25%[9.22 µM]
CN(C)c1ccc(/C=C2\C(=O)NC(=O)N(CCc3ccc(F)cc3)C2=O)cc1
  -3.1%, /, 11%, 16%, /, /, -7%[9.22 µM]
CN1C(=O)C(Cc2nc3ccccc3c(=O)n2-c2ccccc2)c2ccccc21 (centres undefined)
  -0.9%, 1%, ?, 0%, 5%[38.3 µM], -6%, 15%

(further entries)
Second line of a record: Epigenetic derep, KinaseGlo FLuc, NPSR antag, CBFb-RUNX1 inh, IMPase Li cell, L3MBTL1 block, HTT aggregate
CC(=NCCCN1CCOCC1)c1c(O)n(Cc2ccccc2)c(=O)[nH]c1=O
  -4.3%, 2%, -1%[46.1 µM], 14%, 0%[38.3 µM], 49%[activator], 18%
C(#CCN1CCOCC1)COC/C=C/c1ccccc1
  -2.2%, 0%, -2%[46.1 µM], 3%, 4%[38.3 µM], 4%, -3%
O=P(NCc1ccccc1)(Oc1ccccc1)Oc1ccccc1
  0.0%, 3%, -8%[46.1 µM], 2%, 17%, 6%, ?
CCCCn1c(NC(=O)c2ccco2)c(C(=O)OCC)c2nc3ccccc3nc21
  ?, 7%, -27%[46.1 µM], -13%, -26%[38.3 µM], -6%, ?
O=C1OCCN1P(=O)(c1ccccc1)c1ccccc1
  5.6%, 0%, 2%[46.1 µM], 2%, -3%[38.3 µM], -6%, 2%
CC(C(O)c1ccccc1)N(C)CCn1cnc2c1c(=O)n(C)c(=O)n2C (centres undefined)
  3.0%, -7%, 21%, 4%, 0%, -2%, 7%[9.22 µM]
CC(C)COP(=O)(OCC(C)C)C(Nc1ccccc1)c1ccccc1 (centres undefined)
  -2.7%, /, ?, 10%, /, 4%, -17%[9.22 µM]
COc1ccc(NC(=O)c2cc([N+](=O)[O-])ccc2N2CCNCC2)cc1
  -1.1%, -1%, -23%, -2%, 7%, -2%, /
Cn1c(O)c(C=NCCCNC2CCCCC2)c(=O)n(C)c1=O
  -1.0%, 0%, -1%[46.1 µM], 4%, 1%, 0%, 0%
CN1C(=O)NC(=O)/C(=C\c2ccc([N+](=O)[O-])o2)C1=O
  -0.6%, -15%, -11%, 2%, 19%, 10µM*, -1%
O=C(O)CC[N+](=O)[O-]
  -0.2%&-1.3%, -2%&-5%, -11%[46.1 µM], 8%&24%, 8%&9%, /, /
CCOc1c(Cl)cc(CNCCc2c[nH]c3ccccc23)cc1OC
  6.8%, 3%, 49%, -7%, 16%, -20%, 13%[9.22 µM]
CCOC(=O)c1nc2ccccc2c(=O)n1-c1ccc(C)cc1C
  2.3%, 0%, -6%[46.1 µM], -2%, 6%, 3%, 30%
CC(C)N1CCN(Cc2cccc([N+](=O)[O-])c2)CC1
  5.9%, 3%, 20%, 2%, 14%, /, 0%
COC(=O)/C(C)=C\CC12OC(C)(C)C3CC(C=C4C(=O)c5c(OC)c6c(c(CC=C(C)C)c5OC431)OC(C)(CCC=C(C)C)C=C6)C2=O (centres undefined)
  0.5%, 0%, /, /, 2%, /, /

Other results follow:
Second line of a record: Epigenetic derep, KinaseGlo FLuc, NPSR antag, CBFb-RUNX1 inh, IMPase Li cell, L3MBTL1 block, HTT aggregate
O=c1[nH]c(=O)n(-c2cccc3ccccc23)c(O)c1C=NCc1ccc2c(c1)OCO2
  14%, 2%, -9%[46.1 µM], 5%, 14%[38.3 µM], /, -4%[9.22 µM]
Cc1ccc(N2C(=O)/C(=C/N3CCN(C(=O)c4ccco4)CC3)C(=O)NC2=S)cc1C
  -1.4%, -8%, -4%[46.1 µM], 0%, 4%[38.3 µM], 3%, 26%
CCN1C(=O)C(=C2C=C(C)N(Cc3ccco3)C(C)=C2)C(=O)N(CC)C1=S
  0.0%, 4%, -56%, 30%, -20%, 38%[activator], -6%
Clc1ccc2c(c1)CCc1cccnc1C2=C1CCNCC1
  -2.1%&1.1%&3.2%&-1.7%, 0%[39.9 µM], -19%, 1%&9%&-2%&3%, 22%, /, -10%&-1%
Cc1ccc(NC(=O)c2cc(-c3ccccc3)n(CCCN3CCOCC3)c2C)cc1
  1.3%, /, 53%, 1%, /, -26%, 14%[9.22 µM]
COc1cc2[nH]c(=O)n(-c3ccc(C)cc3)c(=O)c2cc1OC
  1.5%&-0.5%, 1%, -9%[46.1 µM], 3%, -5%[38.3 µM], 8%, 11%
